# Screens as filed in PubChem BioAssay.
# RBBP9 inhibitor: human RBBP9 inhibitors, primary screen, biochemical, fluorescence polarization, FP-Rh probe, HTS; recombinant RBBP9; 0.2% of 220,000 active; Serine hydrolase RBBP9 (Homo sapiens), O75884; AID 1515, 2009; inhibition, % at 7.94 µM;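 active = inhibition above the campaign mean of all tested compounds plus 3 SD, cut at about 14% in these data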;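 note: plate controls were DMSO wells with RBBP9 for no effect and wells lacking RBBP9 protein for full effect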
# Target sequence (O75884 whole entry, looked up): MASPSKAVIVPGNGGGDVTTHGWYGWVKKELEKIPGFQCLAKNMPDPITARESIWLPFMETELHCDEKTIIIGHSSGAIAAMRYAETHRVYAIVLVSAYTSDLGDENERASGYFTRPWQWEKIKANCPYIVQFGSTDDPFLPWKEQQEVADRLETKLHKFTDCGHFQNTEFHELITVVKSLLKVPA
#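 Test system – recombinant human RBBP9 · Input – RBBP9 2.5 µM in dispensing solution, pre-mixing · Medium – Tris buffer pH 8.0, NaCl, Pluronic · Schedule – preincubation 30 min plus labeling 45 min at 25 °C · Measured by – fluorescence polarization · Measure – % inhibition · Controls – DMSO and no-protein wells · Replicates – one well per compound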
# S1P4 antag: S1P4 receptor antagonists, primary screen, cell-based; Sphingosine 1-phosphate receptor 4 (Homo sapiens), O95977; S1P4-expressing cells, antagonist mode, reporter read-out; inhibition, % at 4.98 µM; 0.26% of 220,000 active; in the data active = inhibition above about 29%;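 note: 0% = wells stimulated with agonist and 100% = vehicle wells without agonist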
# Target sequence (O95977 whole entry, looked up): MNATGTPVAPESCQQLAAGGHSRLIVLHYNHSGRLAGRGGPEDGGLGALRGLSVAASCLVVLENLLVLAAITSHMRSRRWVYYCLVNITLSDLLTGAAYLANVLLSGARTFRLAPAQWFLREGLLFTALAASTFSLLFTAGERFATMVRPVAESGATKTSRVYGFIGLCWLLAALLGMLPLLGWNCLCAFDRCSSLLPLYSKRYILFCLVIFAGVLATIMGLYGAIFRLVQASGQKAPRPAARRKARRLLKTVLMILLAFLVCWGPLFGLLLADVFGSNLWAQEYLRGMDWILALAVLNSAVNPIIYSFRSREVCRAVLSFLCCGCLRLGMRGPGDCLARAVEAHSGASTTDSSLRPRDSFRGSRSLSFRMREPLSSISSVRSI
# S1P4 agonist: S1P4 receptor agonists, primary screen, cell-based. S1P4-expressing cell line, agonist reporter assay. activation, % at 4.98 µM. 0.35% of 220,000 active. AID 1509, 2009; in the data active = activation above about 11%;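 note: 0% = DMSO vehicle and 100% = reference agonist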
# NPY-Y1 PAM-ag: NPY-Y1 receptor potentiators or agonists, primary screen, cell-based; activation, % at 3.6 µM; 0.37% of 220,000 active; NPY-Y1 expressing cells, potentiator/agonist activation; AID 1304, 2008; in the data active = activation above about 33%, passing the limit was not always enough;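 note: cells stimulated with NPY at EC10 then isoproterenol at EC100; 0% = low agonist plus stimulus and 100% = saturating agonist plus stimulus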
# BaF3 parental: parental Ba/F3 cell viability inhibition, counter-screen for JAK2V617F inhibitor project, murine pro-B, CellTiter-Glo luminescence | CellTiter-Glo ATP luminescence | inhibition, % at 5.6 µM | 1.1% of 220,000 active | AID 1486, 2009;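 active = inhibition above a per-campaign cutoff, the mean inhibition of all tested compounds plus 3 SD, cut at about 27% in these data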;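 note: 0% = DMSO wells and 100% = JAK Inhibitor I control wells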
# NPY-Y2 PAM-ag: NPY-Y2 potentiators or agonists, primary screen, cell-based. Neuropeptide Y receptor type 2 (Homo sapiens), P49146. cells expressing NPY-Y2, potentiator/agonist read-out. activation, % at 3.6 µM. 0.45% of 220,000 active; in the data active = activation above about 27%;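 note: cells stimulated with NPY near EC25 plus isoproterenol at EC100; 0% = vehicle plus submaximal agonist and 100% = vehicle plus saturating agonist; some results beyond the cut were filed as inactive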
# Target sequence (P49146 whole entry, looked up): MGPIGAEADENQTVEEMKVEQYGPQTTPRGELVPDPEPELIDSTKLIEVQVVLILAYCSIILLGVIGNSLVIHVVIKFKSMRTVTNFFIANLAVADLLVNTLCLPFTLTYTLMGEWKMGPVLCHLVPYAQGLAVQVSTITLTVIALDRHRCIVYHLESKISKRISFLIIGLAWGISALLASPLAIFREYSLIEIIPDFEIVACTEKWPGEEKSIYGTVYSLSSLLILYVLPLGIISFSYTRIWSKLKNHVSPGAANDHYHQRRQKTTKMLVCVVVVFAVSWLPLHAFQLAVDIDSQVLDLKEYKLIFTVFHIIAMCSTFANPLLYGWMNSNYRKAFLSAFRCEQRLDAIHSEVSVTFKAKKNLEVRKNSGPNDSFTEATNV
# Runt-CBFb FRET: inhibitors of RUNX1 Runt–CBFb binding, primary screen, biochemical, FRET, Cerulean-Runt, Venus-CBFb, uHTS; 0.46% of 220,000 active; inhibition, % at 20 µM; Runt-related transcription factor 1 (Homo sapiens) + Core-binding factor subunit beta …; Cerulean-Runt/Venus-CBFb FRET ratio 530/480, 1 h; AID 1496, 2009;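 active = inhibition over about 50% at 20 µM in the single-dose screen, limit read from the data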;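 note: 0% = DMSO wells and 100% = excess unlabeled CBFb competitor control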
#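 test system = Cerulean-tagged RUNX1 Runt domain (FRET donor) fusion protein | reagent = Venus-CBFb binding partner, 100 nM | incubation = protein complex preformed 1 h, compound exposure 1 h, room temperature, dark | detection = FRET fluorescence | read-out basis = loss of energy transfer signal | controls = 5 µM unlabeled CBFb as full-inhibition high control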
# NPY-Y1 antag: NPY-Y1 receptor antagonists, primary screen, cell-based; Neuropeptide Y receptor type 1 (Homo sapiens), P25929; 1% of 200,000 active; inhibition, % at 3.6 µM; HEK293-CNG Y1 cells, membrane potential fluorescence; NPY at EC95, then isoproterenol;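 active = inhibition above the campaign mean inhibition of all tested compounds plus 3 SD, cut at about 20% in these data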;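 note: 0% = DMSO wells given NPY plus isoproterenol and 100% = isoproterenol alone without NPY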
#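 Benchmarks – high control isoproterenol alone, low control NPY with isoproterenol · Material – HEK293 Y1/CNG channel cell line · Times – dye 3 h, compound 60 min room temperature, stimulation 45 min · Probe or stimulus – NPY (25 nM), isoproterenol (1 µM), Ro 20-1724 (25 µM) · Evaluation – % inhibition of NPY effect · Signal – fluorescence, membrane potential probe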
# Ba/F3 V617F tox: reduced viability of JAK2V617F-dependent Ba/F3 cells, primary screen, JAK2V617F inhibitor project, cell-based, Ba/F3 EpoR-JAK2V617F, luminescence; ATP luminescence; inhibition, % at 5.6 µM; 1.1% of 220,000 active; AID 1446, 2008;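 active = inhibition above the campaign mean plus 3 SD over all tested compounds, cut at about 24% in these data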;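 note: cytokine-independent growth of Ba/F3 cells driven by EpoR plus mutant JAK2; 0% = DMSO-treated cells and 100% = JAK inhibitor I control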
# Numbers without * were called inactive; x = no result given; + = active, no number. Some of the compounds tested (hit frequency here may not be typical).
# Values run as follows: BaF3 parental, Ba/F3 V617F tox, S1P4 agonist, S1P4 antag, RBBP9 inhibitor, Runt-CBFb FRET, NPY-Y1 PAM-ag, NPY-Y1 antag, NPY-Y2 PAM-ag
O=C(Nc1c(F)cc(F)cc1F)c1cccn(Cc2ccccc2)c1=O
  6, 1, 1.6, -16, -5, -2, -4, 0, 9
O=C(N/N=C/c1c(O)n(Cc2ccccc2)c(=O)[nH]c1=O)c1ccncc1
  -2, -3, -0.4, 10, -12, 4, -19, x, -17
CCOC(=O)c1c(C)[nH]c(C(=O)C(Cc2ccccc2)N(C)C)c1C (stereo unspecified)
  7, -1, -1.4, -1, 1, 1, -25, 6, -2
COc1ccccc1OCC(=O)Nc1ccc(Cl)cc1C(=O)c1ccccc1
  4, -2, -3.3, 0, -3, 0, -7, 2, 8
COc1ccc(CCNCc2ccccn2)cc1OC
  0, -3, 2.6, -44, -9, 0, -5, 0, -1
COc1ccccc1CN1CCCCC1c1cccnc1 (stereo unspecified)
  4, -3, 0.9, 1, -4, -1, -6, 5, 0
CC(C)(C)C(=O)Cn1c(NCCCl)nc2ccccc21
  2, -3, 0.0, -5, 3, 0, -13, -1, -14
O=P1(NC2CCCC2)COc2ccccc2OC1
  -1, -1, 0.9, 11, -9, 0, 6, 4, 8
CCOC(=O)C1SC2(C(F)(F)F)CC1(O)c1c(C)cc(C)nc1O2 (stereo unspecified)
  2, 0, 2.7, -14, 7, -2, 2, -5, 0
CCOCCCN=Cc1c(O)n(Cc2ccccc2)c(=O)[nH]c1=O
  5, 3, 1.1, 1, -4, -2, 3, 7, 2
CCCCc1nc2ccccc2c(=O)n1-c1ccc(O)cc1
  4, 0, 0.5, -21, -6, -2, -5, -5, 8
N=C1c2ccccc2CN1c1ccc(F)c([N+](=O)[O-])c1
  0, 0, -1.2, 2, -10, 0, -5, x, -18
Cc1ccc2c(c1)C1CN(C)CCC1N2C(=O)Cc1cccs1 (stereo unspecified)
  6, 3, 0.7, -17, -7, 0, -8, -5, -8
O=C(O)c1[nH]c(=O)[nH]c(=O)c1F
  5, 64*, 2.2, -19, -4, 1, 24, x, -3
CC(C)Oc1cc(-n2c(=S)[nH]c3ccccc3c2=O)c(Cl)cc1Cl
  1, -5, 0.4, 5, -6, 2, 1, 14, -12
O=P(OCC(F)(F)C(F)F)(N1CCOCC1)N1CCOCC1
  0, -2, -0.1, 7, -5, 0, 6, 0, -7
CC12CN3CC(C)(CN(C1)C3c1cccs1)C2=O (stereo unspecified)
  2, 3, -0.3, -9, -4, -1, -17, 3, -11
Cc1nc2ccccn2c1P(=S)(N1CCCCC1)N1CCCCC1
  4, 0, 0.3, -7, -7, 0, 12, -1, -1
O=C(c1cc(F)ccc1F)C1CCCN(Cc2cccc(Cl)c2)C1 (stereo unspecified)
  3, 1, -0.6, 0, 7, -2, -5, 8, -4
CCNC(=S)N(C)CCc1cc2c(c(OC)c1C=C1C(=O)N(C)C(=O)N(C)C1=O)OCO2
  3, -3, 0.8, -14, -8, 7, -14, x, 7
CCC(=NCc1cc(OC)cc(OC)c1)c1c(O)n(C)c(=O)n(C)c1=O
  6, -1, 0.7, -1, -3, 3, -1, 1, 17
O=P(/C(=N/O)N1CCOCC1)(N1CCOCC1)N1CCOCC1
  0, -4, -1.2, 3, -3, 1, -4, -4, 8
CCN1/C(=C\C=C\C2=[N+](CC)c3ccccc3C2(C)C)C(C)(C)c2ccccc21
  93*, 99*, 1.9, -19, 100*, 8, -434, +, -337
CCOCCCn1c(N)c(C(=O)Nc2sc3c(c2C(=O)OC)CCCC3)c2nc3ccccc3nc21
  14, 0, 0.2, -14, -6, 41, 18, 2, -5
Clc1ccc(OCC#CCN2CCCCCC2)cc1
  6, 1, -1.2, -6, -4, 2, -5, 13, -25
COC12C(COC(N)=O)C3=C(C(=O)C(C)=C(N)C3=O)N1CC1C2N1C (stereo unspecified)
  10, 29*, -0.5, -8, -1, 0, 2, x, 3
CCOC(=O)c1cc(C)sc1/N=C/C1C(=O)NC(=S)NC1=O
  2, -2, -0.6, -14, -2, 30, -5, 0, 5
COc1ccc(C(C)=O)cc1CC(C(=O)c1ccc(Br)cc1)N(C)C (stereo unspecified)
  2, -5, 0.3, -6, 4, -1, -31, 5, -2
COc1ccc(CNCC(=O)N2CCC3(CC2)OCCO3)cc1
  3, -4, -1.0, -2, -1, -1, -3, -1, 7
O=c1[nH]c(O)c(N=Nc2ccc(SC(F)F)cc2)c(=O)[nH]1
  9, 7, 0.3, 11, -1, -6, 0, x, -5
COc1ccc(CCn2c(O)c(C=NC3CC3)c(=O)[nH]c2=O)cc1OC
  2, -1, 0.6, -4, -5, -1, -11, 3, -27
Cc1ccccc1-n1c(O)c(C=Nc2ccc3c(c2)OCO3)c(=O)[nH]c1=O
  6, 4, 0.4, -11, -12, 5, -7, -3, -2
C=CCn1c(=O)c(C=Nc2cccnc2Cl)c(O)n(CCCC)c1=O
  4, 3, 1.1, -7, -11, -28, -3, 5, 8
NC(=O)c1ccc(C(=O)Nc2ccc([As](=O)(O)O)cc2)cc1
  1, -4, 1.3, 4, 2, 0, 8, x, 14
COC(=O)CSC1=NN1c1cc(C)nc(N)n1
  -2, 0, 0.7, 4, -1, 0, 0, -2, -2
COc1ccc(C(=O)C2CCCN(Cc3cccc(C)n3)C2)c(OC)c1 (stereo unspecified)
  -2, -5, 1.2, 4, 6, -1, 2, x, 2
CCC(C)(C)n1nnnc1CN1CCC(n2c(C)nc3cc(C(F)(F)F)ccc32)CC1
  6, 2, 0.2, -22, -9, -4, -19, 6, 16
O=C(c1ccc(N2CCCCCC2)c([N+](=O)[O-])c1)N1CCC2(CC1)OCCO2
  9, 1, 0.5, 2, -7, -7, 22, -7, -4
Fc1c(F)c(F)c(N2CCNCC2)c(F)c1F
  5, -6, 1.8, 5, -4, 2, -9, 8, -13
CN1C(=O)C(=Cc2ccc(N3CCOCC3)o2)C(=O)N(C)C1=S
  6, 6, -0.8, -2, -5, x, 14, 8, 1
O=C(COc1ccccc1)N1CCN(C2CC3CCC2C3)CC1 (stereo unspecified)
  2, -3, 1.9, -18, 2, -2, 2, -5, 5
Cc1nn(C2CCOC(C)(C)C2)c2c1C(c1ccc3c(c1)OCO3)SCC(=O)N2 (stereo unspecified)
  5, 5, 1.6, -33, -8, -1, 5, 3, -7
O=C1NC(=O)N(c2ccc3c(c2)OCO3)C(=O)/C1=C\c1ccsc1
  0, -4, -1.5, 3, -11, 16, 19, x, 12
O=C(COc1ccc(Cl)cc1Cl)N1CCN(C/C=C/c2ccccc2)CC1
  8, 2, 4.0, -9, -5, -4, -1, 5, 1
O=P(C(c1c[nH]c2ccccc12)N1CCOCC1)(N1CCOCC1)N1CCOCC1 (stereo unspecified)
  1, 2, -1.9, -16, -7, 1, 6, -3, 1
Cc1cc(/C=C2/C(=O)NC(=O)N(c3ccc(Br)cc3)C2=O)c(C)n1C
  2, 1, 0.3, 0, 0, -68, 9, x, -2
CC(=NCc1ccco1)c1c(O)n(Cc2ccccc2)c(=O)[nH]c1=O
  2, -1, -0.2, 1, -3, 6, 2, 3, -4
COc1cccc(OCC(=O)N2CCN(C)CC2)c1
  4, 1, -0.5, -18, -4, 0, 7, 3, 0
O=c1cc(C(F)(F)F)c2cc3c4c(c2o1)CCCN4CCC3
  5, 1, 0.6, 14, -16, -36, -14, 5, 1
OCCN1C2CCC1CC(O)(c1ccc(F)cc1)C2 (stereo unspecified)
  1, -1, -3.0, -38, -13, 4, -5, 1, -3

# Individual results from the results shown.
# CCOC(=O)c1c(C)[nH]c(C(=O)C(Cc2ccccc2)N(C)C)c1C (stereo unspecified) in NPY-Y1 antag: 6
# CCC(C)(C)n1nnnc1CN1CCC(n2c(C)nc3cc(C(F)(F)F)ccc32)CC1 in S1P4 agonist: 0.2

# (list continues)
# Values run as follows: BaF3 parental, Ba/F3 V617F tox, S1P4 agonist, S1P4 antag, RBBP9 inhibitor, Runt-CBFb FRET, NPY-Y1 PAM-ag, NPY-Y1 antag, NPY-Y2 PAM-ag
O=C(Nc1ccc(C(F)(F)F)cc1)OC1CN2CCC1CC2 (stereo unspecified)
  0, -1, 1.9, 2, -2, -1, 10, x, 14
CNc1cc(Cl)c2nonc2c1[N+](=O)[O-]
  79*, 50*, -4.9, 74*, 2, 36, -28, 19, -26
CCn1c(=O)cc(SCC(=O)N2CCC3(CC2)OCCO3)c2ccccc21
  5, 7, -1.0, -20, 0, 1, -8, 1, -10
COC(=O)[C@@H]1[C@@H](C(=O)OC)C2(c3ccccc3-c3ccccc32)N(c2ccc(Cl)cc2)N1C#N
  1, 4, -2.4, 24, -9, -2, -2, 3, 2
COc1ccc2c(c1)c(C(=O)O)c(C)n2C(C)C
  5, 1, 0.3, -2, -9, -2, -22, 4, -11

# Record cards (already shown):
# Entry for O=C(COc1ccc(Cl)cc1Cl)N1CCN(C/C=C/c2ccccc2)CC1 : BaF3 parental: 8; Ba/F3 V617F tox: 2; S1P4 agonist: 4.0; S1P4 antag: -9; RBBP9 inhibitor: -5; Runt-CBFb FRET: -4; NPY-Y1 PAM-ag: -1; NPY-Y1 antag: 5; NPY-Y2 PAM-ag: 1
# Entry for CC(C)(C)C(=O)Cn1c(NCCCl)nc2ccccc21 : BaF3 parental: 2; Ba/F3 V617F tox: -3; S1P4 agonist: 0.0; S1P4 antag: -5; RBBP9 inhibitor: 3; Runt-CBFb FRET: 0; NPY-Y1 PAM-ag: -13; NPY-Y1 antag: -1; NPY-Y2 PAM-ag: -14
# Entry for COc1ccccc1OCC(=O)Nc1ccc(Cl)cc1C(=O)c1ccccc1 : BaF3 parental: 4; Ba/F3 V617F tox: -2; S1P4 agonist: -3.3; S1P4 antag: 0; RBBP9 inhibitor: -3; Runt-CBFb FRET: 0; NPY-Y1 PAM-ag: -7; NPY-Y1 antag: 2; NPY-Y2 PAM-ag: 8
